Compound activity deposited in PubChem BioAssay by NMMLSC.
T cell HTS = T cell immune modulators affecting CD8 T cell-vesicle binding; 2C CD8+ T cell-vesicle binding, flow cytometry; stronger effect = lower value; 330,000 tested, 0.068% active; calls only at 7 µM;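 active = response, share of CD8 T cells binding vesicles, and their 90th percentile fluorescence all below set limits, cut at about 80% in these data, passing the limit was not always enough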
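Also added: QL9-peptide-loaded Drosophila micro-vesicles bearing Ld, ICAM-1 and B7-1; Test system: purified 2C TCR transgenic mouse naive CD8+ T cells; Measured by: cytometric PE anti-B7-1 and Alexa647 anti-CD8 signals after 1% paraformaldehyde fixation; Timing: binding step 1.5 h, 37 °C, antibody labelling 20 min, ice.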
T cell HTS vesicle-bound % = further read-out of T cell HTS, marked with its call; double positive events, %; measured here: CD8+ vesicle-bound cell fraction;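 binding gate set so that unloaded-vesicle control wells show 10% double positive cells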
The depositor's hits bear a star; i = inactive. An excerpt; count on the stated rates, not on these rows.

Below each SMILES – T cell HTS, T cell HTS vesicle-bound %
COCCN(CC(=O)Nc1cc(Cl)ccc1-n1cncn1)Cc1nc2ccccc2c(=O)[nH]1
→ i, 37
O=C(Nc1nnc(SCC(=O)N2CCCC2)s1)C1CC(=O)N(c2ccccc2)C1 (stereo unspecified)
→ i, 27
O=C(Nc1ccccc1N1CCN(C(=O)c2ccccc2)CC1)c1ccc(Br)o1
→ i, 67
CC(C)CCNC(=O)c1ccc(-n2cnc3cccnc32)cc1
→ i, 43
Cc1ccnc(OC(C(=O)O)C(OCc2ccccc2)(c2ccc(F)cc2)c2ccc(F)cc2)n1 (stereo unspecified)
→ i, 44
COc1cc(SC)ccc1C(=O)OC(C)C(=O)Nc1ccc(NC(C)=O)cc1 (stereo unspecified)
→ i, 30
COc1ccc(C(=O)NN2CCOCC2)cc1
→ i, 8
Cc1ccc(NC(=S)NCc2ccc(Cl)cc2)c(C)c1
→ i, 59
COc1ccccc1N1CC(C(=O)NCCC2=CCCCC2)CC1=O (stereo unspecified)
→ i, 27
O=C(c1cccc(C(F)(F)F)c1)N1CCC2(CC1)NCCc1[nH]cnc12
→ i, 22
O=c1[nH]c([N+](=O)[O-])nn1C(c1ccccc1)c1ccccc1
→ i, 41
O=C(CSc1ccc2c(c1)OCCO2)Nc1ncccc1O
→ i, 30
COc1cccc(NC(=O)CN(C)C(=O)c2ccc(-c3ccc(Cl)cc3)o2)c1
→ i, 64
Cc1cccc(C)c1OCc1cc(C(=O)N2CC3C[C@@H]4CC2C[C@H](C3)C4)no1
→ i, 4
c1ccc(C[C@H]2CNCCN2CC2CCCCC2)cc1
→ i, 43
Cc1ccc(S(=O)(=O)N2CCCC2=O)c(C)c1N(C)S(C)(=O)=O
→ i, 58
COc1ccc(C(CNC(=O)c2ccco2)N2CCOCC2)cc1 (stereo unspecified)
→ i, 3
COC(C(=O)Nc1ccnn1C1CCN(Cc2cnn(C(C)C)c2)CC1)c1ccccc1 (stereo unspecified)
→ i, 66
CCCNC(=O)COC(=O)C1CCN(S(=O)(=O)c2ccc3c(c2)OCCO3)CC1
→ i, 25
N#Cc1c(N2CCCC2)nsc1-c1ccccc1
→ i, 47

Arranged by formula weight (smallest number first): seven of the compounds above
Below each SMILES – T cell HTS, T cell HTS vesicle-bound %
c1ccc(C[C@H]2CNCCN2CC2CCCCC2)cc1
→ i, 43
Cc1ccc(NC(=S)NCc2ccc(Cl)cc2)c(C)c1
→ i, 59
COc1ccccc1N1CC(C(=O)NCCC2=CCCCC2)CC1=O (stereo unspecified)
→ i, 27
Cc1cccc(C)c1OCc1cc(C(=O)N2CC3C[C@@H]4CC2C[C@H](C3)C4)no1
→ i, 4
COc1cc(SC)ccc1C(=O)OC(C)C(=O)Nc1ccc(NC(C)=O)cc1 (stereo unspecified)
→ i, 30
CCCNC(=O)COC(=O)C1CCN(S(=O)(=O)c2ccc3c(c2)OCCO3)CC1
→ i, 25
O=C(Nc1ccccc1N1CCN(C(=O)c2ccccc2)CC1)c1ccc(Br)o1
→ i, 67

Additional compounds follow.
Below each SMILES – T cell HTS, T cell HTS vesicle-bound %
Nc1nc(OCC2CCCCC2)c2[nH]cnc2n1
→ i, 22
CC(=O)c1ccc(OC(C)C(=O)NCC2(N3CCOCC3)CCCCC2)cc1 (stereo unspecified)
→ i, 38
Fc1ccccc1NC(=S)NCCc1cccc(Cl)c1
→ i, 12
O=C(Nc1ccc(S(=O)(=O)N2CCCCC2)cc1)C1CCCO1 (stereo unspecified)
→ i, 49
CCNC(=O)C(=O)Nc1cc2c3c(c1)CCN3C(=O)CC2
→ i, 56
O=C(COC(=O)c1n[nH]c2ccccc12)Nc1ccccc1Br
→ i, 40
O=C(c1ccccn1)N1CCCC(N2CCN(c3ccccc3)CC2)C1 (stereo unspecified)
→ i, 34
CCN(C(=O)COC(=O)c1ccc(=O)n(Cc2ccccc2)n1)C1CCCCC1
→ i, 20
CCN(Cc1ccccc1)S(=O)(=O)c1cc(C(=O)OC)n(C)c1
→ i, 40
O=C1CC(C(=O)N2CCN(c3ccccc3)CC2)CN1Cc1ccccc1 (stereo unspecified)
→ i, 44
O=[N+]([O-])c1cccc(NC(=S)Nc2nc(-c3ccc(Cl)cc3Cl)cs2)c1
→ i, 59
Cc1cnc(C(=O)OCC(=O)Nc2ccccc2-c2ccccc2)cn1
→ i, 37
Cc1ccc(S(=O)(=O)N2CCN3CCCC3C2)cc1 (stereo unspecified)
→ i, 51
O=C(C1=C(O)C(=O)N(CC2CCCO2)C1c1ccccc1[N+](=O)[O-])c1ccco1 (stereo unspecified)
→ i, 19
Cc1cc(C)nc(NC(=O)c2cc(-c3ccc4c(c3)OCO4)nc3ccccc23)c1
→ i, 18
O=C(NC1CCCc2ccccc21)c1c(F)cccc1Cl (stereo unspecified)
→ i, 27
O=C1CCc2cc(S(=O)(=O)Nc3ccccc3)cc3c2N1CC3
→ i, 32
CCc1ccc(CNc2ccc3c(c2)ncn3C(C)(C)C)cc1
→ i, 14
CCC1CN(C(=O)NCc2ccc(F)cc2)c2cc(Cl)ccc2O1 (stereo unspecified)
→ i, 26
COc1ccc(-c2noc(C3CCCN(C(=O)c4cccc(F)c4)C3)n2)cc1 (stereo unspecified)
→ i, 40

In the list so far, these have a nitro group on carbon.
Below each SMILES – T cell HTS, T cell HTS vesicle-bound %
O=c1[nH]c([N+](=O)[O-])nn1C(c1ccccc1)c1ccccc1
→ i, 41
O=[N+]([O-])c1cccc(NC(=S)Nc2nc(-c3ccc(Cl)cc3Cl)cs2)c1
→ i, 59
O=C(C1=C(O)C(=O)N(CC2CCCO2)C1c1ccccc1[N+](=O)[O-])c1ccco1 (stereo unspecified)
→ i, 19

Going on with the list.
Below each SMILES – T cell HTS, T cell HTS vesicle-bound %
O=C(/C=C/c1ccccc1)NCCc1c[nH]c2ccccc12
→ i, 16
Cc1cccc(C#Cc2ccccc2)n1
→ i, 19
Cc1ccc(C(c2cc(Br)ccc2O)N2CCSCC2)cc1 (stereo unspecified)
→ i, 45
CN1C(=O)C(C)(C)c2cc(S(=O)(=O)N3CCCCCC3)ccc21
→ i, 25
O=C(NCC(=O)N1CCC2(CC1)NCCc1[nH]cnc12)c1ccc(F)cc1
→ i, 25
COc1cccc(CNC(=O)c2ccc(OC)c(S(=O)(=O)NC3CCCC3)c2)c1
→ i, 57
COc1ccc(Cl)cc1NC(=O)NN1CCN(C)CC1
→ i, 58
CC(=O)Nc1ccc(NC(=O)C2CCCN2C(=O)Nc2cccc(F)c2)cc1 (stereo unspecified)
→ i, 39
CN(C)c1ccc(S(=O)(=O)N2CCCCC2)cc1NC(=O)C1=NN(c2ccccc2)C(=O)CC1
→ i, 56
O=C(CCCOc1ccc(Br)cc1)NCCc1ccc(OC(F)F)cc1
→ i, 24
COc1ccc(C(CNC(=O)COc2c(C)cc(C)cc2C)N2CCOCC2)cc1 (stereo unspecified)
→ i, 13
COc1ccc(OC)c(CNc2ccc3c(c2)CCC3)c1
→ i, 61
CCCc1nc2nc(C)c(NS(=O)(=O)c3ccc(Cl)cc3)c(=O)n2[nH]1
→ i, 20
COc1ccc(S(N)(=O)=O)cc1C(=O)OCC(=O)N1CCCC(C)C1 (stereo unspecified)
→ i, 50
O=C(N=C1SC2CS(=O)(=O)CC2N1c1cc(Cl)ccc1Cl)C1CC1 (stereo unspecified)
→ i, 23
CCN(CC)C(=O)c1nn(Cc2ccccc2)c(=O)c2ccccc12
→ i, 12
COc1cccc(NC(=O)c2cc3ccccc3oc2=O)c1
→ i, 68
Cc1nn(C)cc1S(=O)(=O)Nc1ccc(C(F)(F)F)cc1
→ i, 5
CCN(CC(=O)Nc1c(F)cccc1F)C(=O)C1CC(=O)N(CCc2ccc(OC)c(OC)c2)C1 (stereo unspecified)
→ i, 42
NCCCCCNC(=O)c1[nH]cnc1C(=O)N[C@@H](Cc1ccccc1)C(=O)OCc1ccccc1
→ i, 33
Nc1nonc1-n1nnc(C(=O)N/N=C/c2ccncc2)c1-c1ccccc1
→ i, 23
COc1ccc(C2C(C(C)=O)=C(C)Nc3ncnn32)cc1[N+](=O)[O-] (stereo unspecified)
→ i, 33
CCCCn1c(N)c(N(CCC(C)C)C(=O)c2ccc3c(c2)OCCO3)c(=O)[nH]c1=O
→ i, 37
C[C@]12C(=O)N(c3ccccc3)C(=O)N1[C@@H]1c3ccccc3OC[C@@H]1[C@H]2c1ccccc1
→ i, 40
CC(=O)N1c2ccc(S(=O)(=O)NCC3CCC(C(=O)NCc4ccco4)CC3)cc2CC1C (stereo unspecified)
→ i, 23
COc1ccc(OC)c(/C=C2\NC(=O)NC2=O)c1
→ i, 33
CC(=O)Oc1ccc2c(=O)oc(-c3ccc([N+](=O)[O-])cc3)nc2c1
→ i, 53
CCOC(=O)C1CCCN(C(=O)CSc2nnnn2C)C1 (stereo unspecified)
→ i, 47
Cc1cc(S(=O)(=O)Nc2ccc(C(=O)NCCCN3CCOCC3)cc2)ccc1F
→ i, 36
Cc1nc2ccccc2cc1C(=O)NCc1ccccc1
→ i, 38
OC(c1nc2ccc(F)cc2[nH]1)C(O)c1nc2ccc(F)cc2[nH]1 (stereo unspecified)
→ i, 21
CC(C)CCNC1c2ccccc2C(=O)N1Cc1ccccc1 (stereo unspecified)
→ i, 27
COc1ccc(CCNC(=O)C(=O)NCC2OCCN2S(=O)(=O)c2ccc(F)cc2)cc1 (stereo unspecified)
→ i, 37
COc1ccc(-c2csc(NC(=O)c3ccccc3Br)c2C(=O)O)cc1
→ i, 35
O=C(NNC(=O)C1CCN(S(=O)(=O)c2ccccc2)CC1)c1ccccc1O
→ i, 62
CN(C)c1ccc(NC(=O)CSc2nc(C3CC3)nc3ccccc23)cc1
→ i, 18
CCN1CCN(C(=O)c2cc(COc3ccc(F)cc3F)on2)[C@@H](C)C1=O
→ i, 19
CC(NC(=O)COc1ccccc1Cl)c1ccccc1 (stereo unspecified)
→ i, 49
Cc1cccc(C(=O)Nc2ccc(C(=O)N/N=C/c3ccc(C)o3)cc2)c1
→ i, 5
Cc1cccc(NC(=O)COC(=O)CCc2ccccc2)c1C
→ i, 30
CCn1c(CNC(=O)c2ccccc2F)nnc1SCC(=O)Nc1nncs1
→ i, 38
COC(=O)c1ccc(NC(=O)CCN2C(=O)NC(C)(C)C2=O)cc1
→ i, 46
CCN1CCN(c2c(C=O)c(Cl)nc3ccc(OC)cc23)CC1
→ i, 12
COC(=O)c1ccccc1NC(=O)COC(=O)/C=C/c1cccs1
→ i, 6
OC(COc1ccc(Cl)cc1)CN1CCN(c2ccccc2)CC1 (stereo unspecified)
→ i, 19
COCc1cc(C)nc(SCc2ccc(Br)cc2)c1C#N
→ i, 49
O=C(Nc1cccc(Cl)c1N1CCOCC1)c1cc([N+](=O)[O-])ccc1N1CCOCC1
→ i, 35
COCc1ccc(-c2ccc3c(c2)c(C#Cc2ccsc2)c(-c2cc(OC)cc(OC)c2)n3C)cc1
→ i, 25
Cc1ccc(CNC(=O)CCCc2c[nH]c3ccccc23)cc1
→ i, 13
CCN(C(=O)CCCCC(=O)N(CC)c1ccccc1)c1ccccc1
→ i, 20
CCCC(=O)Nc1c(-c2ccccc2Cl)c(=O)c2ccccc2n1C
→ i, 52
O=C1CC(NS(=O)(=O)c2cccnc2)CN1c1ccc(Cl)cc1 (stereo unspecified)
→ i, 50
CCCn1nnc(NC(=S)NC(=O)c2ccccc2OC)n1
→ i, 40
O=C1NC(=Nc2ccccc2Br)SC1(CO)CO
→ i, 48
COc1ccc(NC(=O)c2cc(-c3ccco3)nc3ccccc23)cn1
→ i, 47
Cc1cc(NC(=O)c2cc(-c3ccncc3)nc3ccccc23)ccc1Br
→ i, 27
COc1ccc(C(=O)N2CCC(CCC(=O)Nc3cccc(C)c3)CC2)cc1
→ i, 70
CCCNC(=O)c1cc(Cl)c(NC(=O)C2=CSCCO2)cc1OC
→ i, 61
Cc1ccc(S(=O)(=O)N2CCOCC2)cc1C(=O)N1CCN(c2ccc(C(F)(F)F)cn2)CC1
→ i, 33
COC(=O)c1ccccc1-n1c(C)nc(=O)c(-c2ccccc2)c1C
→ i, 42

New compounds follow:
Below each SMILES – T cell HTS, T cell HTS vesicle-bound %
O=S1(=O)CCC(NS(=O)(=O)c2ccc3ccccc3c2)C1 (stereo unspecified)
→ i, 59
CC(c1ccccc1)N1CC(C(=O)Nc2ccc(F)cc2)CC1=O (stereo unspecified)
→ i, 37
COc1cc(C(=O)OCC(=O)c2ccccc2)cc2c1OCCO2
→ i, 38
CNC(=O)NC(=O)CN1C(=O)NC2(CCOc3ccccc32)C1=O (stereo unspecified)
→ i, 39
CCn1ncc(Br)c1C(=O)Nc1ccc(OC(F)(F)F)cc1
→ i, 28
COCC1OS(=O)(=O)NC(CC(=O)SC(C)(C)C)C1C (stereo unspecified)
→ i, 27
C=CCC[C@@H](Cc1ccc(F)cc1)C(=O)O[C@H](CNC(=O)[C@H](CC=C)CC(=O)N(CCO)Cc1ccccc1)c1ccccc1
→ i, 12
CN(C)C(CNC(=O)c1cnc(Cl)c(Cl)c1)c1ccccc1 (stereo unspecified)
→ i, 56
Cc1cc(C)c2nc(N3CCN(C(=O)c4cccs4)CC3)sc2c1
→ i, 7
COc1ccc(NC(=O)N(C)C[C@H]2Oc3ccc(NC(=O)Cc4ccccc4)cc3CC(=O)N([C@H](C)CO)C[C@H]2C)cc1
→ i, 9
c1ccc(N2CCN(CC3CCCCC3)CC2)cc1
→ i, 47
CN(C(=O)c1cccc(Br)c1)C1CCS(=O)(=O)C1 (stereo unspecified)
→ i, 53
CC(=O)N1CCN(C(=O)c2ccc(Cl)c(S(=O)(=O)N3CCCC3)c2)CC1
→ i, 50
COC(=O)C1CN(C(=O)C(C)Oc2cccc(C)c2C)c2ccccc2O1 (stereo unspecified)
→ i, 60
COC(=O)CSc1nnc(NC(=O)CCc2ccccc2)s1
→ i, 30
COC(CNC(=O)CCc1c(C)nc2c(-c3ccccc3)c(C)nn2c1C)OC
→ i, 65
COc1ccc(OCCCCN2CCC(C)CC2)cc1
→ i, 20
